# Assay outcomes: PubChem, several laboratories
# KLF5 inhibitor: suppresses KLF5 promoter-driven expression; DLD-1 KLF5 promoter-luciferase reporter, luminescence; 290,000 compounds, 0.23% hits; inhibition, % at 5 µM;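 active = inhibition above a per-plate limit of that plate's mean compound inhibition plus 3 SD, cut at about 60% in these data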;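 note: 0% = DMSO wells and 100% = LY294002 at 200 µM; higher means less KLF5 promoter-driven luciferase light; inactives centre near -14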
# aSyn 5UTR inh: 5' untranslated region of α-synuclein, MLPCN primary screen; alpha-synuclein 5'UTR reporter, inhibitor activity; inhibition, % (tested at 7.5 µM); 300,000 compounds, 0.82% hits; AID 1813; in the data active = inhibition above about 60%;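 note: H4 neuroglioblastoma cells stably carrying SNCA 5'UTR luciferase fusion; 0% = DMSO wells and 100% = positive control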
# DYRK1A inh: Dyrk1A (rat) kinase inhibition | ADP-Glo luminescence, NFATc1 peptide | inhibition, % at 12.5 µM | 310,000 compounds, 0.43% hits; in the data active = inhibition above about 50%;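 note: plate controls were vehicle with enzyme for no effect and no enzyme for full effect; many of its hits are not listed in these tables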
# HSF1 inh: HSF1 inhibition; AID 2098; activity change, negative = inhibition, % at 7.5 µM (by protocol); NIH3T3-HGL HSE-luciferase, MG132-induced, luminescence 8 h; active compounds read low; 300,000 compounds, 0.77% hits;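 active = more than half of replicate wells show activity change below -50%, luminescence cut by over half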;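 note: luciferase reports HSF-1 transcriptional activity via heat shock element; 0% = median of DMSO wells and -100% = zero luminescence signal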
# HSF1 activator: increases HSF-1 driven luciferase reporter signal | NIH3T3-HGL HSF-1 luciferase reporter, MG132, 8 h; 100% = twice DMSO control signal | 300,000 compounds, 1.7% hits | AID 504408 | activation, % at 9 µM;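 active = mean replicate activation of at least 50% with a set share of replicates each reaching 50%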;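 note: 0% = median of the neutral control wells and 100% = twice that signal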
# HSP90 refold inh: blocks HSP90-mediated luciferase refolding in reticulocyte lysate; Rabbit reticulocyte lysate, luciferase refolding luminescence, 3 h; 290,000 compounds, 0.91% hits; inhibition, % at 5.6 µM;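 active = inhibition above the screen-wide mean plus 3 SD, computed separately per campaign, cut at about 16% in these data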;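 note: 0% = DMSO wells and 100% = 60 µM geldanamycin wells; inhibitors lower the luminescence because luciferase stays unfolded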
# GSK3A inh: human GSK-3 alpha kinase inhibition. P49840. ADP-Glo luminescence, 60 min. inhibition, % at 10 µM. 320,000 compounds, 0.1% hits. AID 2650;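 in the data active = inhibition above about 50%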;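 note: GST-tagged GSK-3 alpha with peptide substrate and 25 µM ATP; 0% = DMSO neutral wells and 100% = GW8510 positive control wells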
# Target sequence (P49840 whole entry, looked up): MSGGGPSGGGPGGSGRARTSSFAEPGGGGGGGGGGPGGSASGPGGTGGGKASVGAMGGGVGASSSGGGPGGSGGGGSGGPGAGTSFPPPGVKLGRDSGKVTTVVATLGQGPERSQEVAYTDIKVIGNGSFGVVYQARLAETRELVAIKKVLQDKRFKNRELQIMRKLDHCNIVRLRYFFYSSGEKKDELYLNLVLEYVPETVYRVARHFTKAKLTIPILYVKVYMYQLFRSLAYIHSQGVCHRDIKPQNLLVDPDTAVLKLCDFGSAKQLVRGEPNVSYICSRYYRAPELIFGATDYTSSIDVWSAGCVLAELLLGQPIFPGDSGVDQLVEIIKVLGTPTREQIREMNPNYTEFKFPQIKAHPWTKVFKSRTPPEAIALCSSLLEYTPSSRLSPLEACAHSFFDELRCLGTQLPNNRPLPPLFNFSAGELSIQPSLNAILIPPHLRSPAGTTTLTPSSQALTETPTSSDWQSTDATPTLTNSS
# Platelet DG rel: modulates dense granule release in human platelets. human platelet-rich plasma, SFLLRN dense granule ATP release, luminescence. inhibition, %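 (compounds screened at 7.5 µM in platelet-rich plasma)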. AID 1663. 300,000 compounds, 0.22% hits;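 active = mean replicate score, as percent of positive control, at or above 50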
# GSK3beta inhib: inhibitors of human GSK3beta kinase. GST-GSK3beta kinase, ADP-Glo luminescence, 60 min; active compounds read low. activity score (negative = inhibition), % at 10 µM. 300,000 compounds, 0.038% hits;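 active = more than half of replicate wells score below -50%, meaning over 50% inhibition versus plate controls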;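 note: 0% = median DMSO wells and -100% = median GW8510 positive control wells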
# Target sequence (P49841 whole entry, looked up): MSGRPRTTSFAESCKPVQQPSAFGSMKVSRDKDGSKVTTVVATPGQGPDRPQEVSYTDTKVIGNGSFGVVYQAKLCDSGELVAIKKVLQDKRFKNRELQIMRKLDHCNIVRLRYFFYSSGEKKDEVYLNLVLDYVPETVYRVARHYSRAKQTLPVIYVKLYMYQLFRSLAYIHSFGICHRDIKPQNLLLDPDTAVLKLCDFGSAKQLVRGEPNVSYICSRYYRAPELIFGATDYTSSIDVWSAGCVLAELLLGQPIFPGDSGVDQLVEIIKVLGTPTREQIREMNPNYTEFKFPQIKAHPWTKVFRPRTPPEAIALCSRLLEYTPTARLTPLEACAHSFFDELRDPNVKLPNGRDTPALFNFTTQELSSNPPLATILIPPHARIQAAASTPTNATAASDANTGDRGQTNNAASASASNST
#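 Test system – GST-tagged human GSK3beta kinase, cell-free · Incubation – 60 min enzyme reaction, room temperature · Signal – ADP-Glo luminescence · Also added – peptide substrate and ATP at 25 µM · Controls – DMSO neutral wells and GW8510 at 20 µM as positive · Buffer or medium – Tris/MgCl2 kinase buffer · Measure – Luminescence-derived activity versus plate DMSO and GW8510 wells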
# IEC-6 cytotox: IEC-6 cytotoxicity, counter-screen for KLF5 inhibitors; AID 1825; 290,000 compounds, 0.78% hits; luminescence viability; inhibition, % at 5 µM; in the data active = inhibition above about 22%;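 note: 0% = plate median of test compound wells and 100% = cytotoxic reference compound wells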
# An asterisk follows results filed as active; nt = no result given. A portion of the library; rates above refer to the full screens.
SMILES,KLF5 inhibitor,aSyn 5UTR inh,DYRK1A inh,HSF1 inh,HSF1 activator,HSP90 refold inh,GSK3A inh,Platelet DG rel,GSK3beta inhib,IEC-6 cytotox
CC1(C)CC(=O)C2=C(C1)OC(N)=C(C#N)C2c1ccc(OC(=O)N2CCOCC2)cc1 (stereo unspecified),-16,-19,6,-1,16,2,-1,16,-2,2
COc1cccc(CCNC(=O)c2ccc(C#N)cc2)c1,-40,-63,4,5,-7,-1,-1,1,0,-3
N#Cc1ccc(CSCC(=O)NN=C2CCCC2)cc1,-6,-15,-1,4,-6,-7,-3,-1,-2,-10
CCc1noc(C)c1C(=O)Nc1ccc(Cl)c(S(=O)(=O)N2CCCCC2)c1,nt,13,8,8,4,nt,-2,4,0,nt
CCn1c(CNC(=O)c2cccs2)n[nH]c1=S,-14,13,-2,-10,-2,1,0,5,0,-4
CC1=C(C(=O)OCc2ccccc2)C(c2ccccc2[N+](=O)[O-])NC(=O)N1C (stereo unspecified),-15,-9,9,0,10,1,2,-1,5,-5
c1ccc(Nc2cccc3c(Nc4ccccc4)cccc23)cc1,4,-8,2,18,24,2,0,10,-2,4
Cc1nnc(NC(=O)CCn2c(=O)oc3ccc(Cl)cc32)s1,-10,2,nt,-3,7,-2,-1,4,3,-8
O=C(CSc1nc(Nc2ccccc2)nc(N2CCOCC2)n1)Nc1ccc2c(c1)OCCO2,-5,25,-3,0,8,0,-4,-1,0,-3
O=S(=O)(NCC1CCCO1)c1ccc(NS(=O)(=O)c2ccc(F)cc2)cc1 (stereo unspecified),-20,-44,-2,4,7,0,-2,-13,-1,-4
COc1ccc(OC)c(NC(=O)CC2C(=O)NCCN2C(=O)Nc2cccc(Cl)c2)c1 (stereo unspecified),-6,-2,1,13,34,1,nt,-2,-1,-1
COc1cccc(NC(=O)CCN2C(=O)C3CC=CCC3C2=O)c1 (stereo unspecified),-73,-15,2,3,-3,-3,-1,26,1,4
CCN(CC)C(=O)NC1CCCCCCC1,-20,10,-5,-12,-1,-3,6,-4,-2,-3
COC(=O)c1sccc1NC(=O)c1ccc(OC)cc1,-1,-46,8,1,-6,-2,12,-1,2,3
CCCc1nnc(NC(=O)CS(=O)(=O)c2ccccc2)s1,-19,8,-2,1,0,-1,-2,-15,-1,-1

# Six entries from above in another layout:
# The line under a structure holds: KLF5 inhibitor | aSyn 5UTR inh | DYRK1A inh | HSF1 inh | HSF1 activator | HSP90 refold inh | GSK3A inh | Platelet DG rel | GSK3beta inhib | IEC-6 cytotox
- COc1cccc(NC(=O)CCN2C(=O)C3CC=CCC3C2=O)c1 (stereo unspecified)
→ -73 | -15 | 2 | 3 | -3 | -3 | -1 | 26 | 1 | 4
- COc1ccc(OC)c(NC(=O)CC2C(=O)NCCN2C(=O)Nc2cccc(Cl)c2)c1 (stereo unspecified)
→ -6 | -2 | 1 | 13 | 34 | 1 | nt | -2 | -1 | -1
- O=S(=O)(NCC1CCCO1)c1ccc(NS(=O)(=O)c2ccc(F)cc2)cc1 (stereo unspecified)
→ -20 | -44 | -2 | 4 | 7 | 0 | -2 | -13 | -1 | -4
- CCN(CC)C(=O)NC1CCCCCCC1
→ -20 | 10 | -5 | -12 | -1 | -3 | 6 | -4 | -2 | -3
- O=C(CSc1nc(Nc2ccccc2)nc(N2CCOCC2)n1)Nc1ccc2c(c1)OCCO2
→ -5 | 25 | -3 | 0 | 8 | 0 | -4 | -1 | 0 | -3
- CCc1noc(C)c1C(=O)Nc1ccc(Cl)c(S(=O)(=O)N2CCCCC2)c1
→ nt | 13 | 8 | 8 | 4 | nt | -2 | 4 | 0 | nt

# Single records, from the list above. Order of values: KLF5 inhibitor	aSyn 5UTR inh	DYRK1A inh	HSF1 inh	HSF1 activator	HSP90 refold inh	GSK3A inh	Platelet DG rel	GSK3beta inhib	IEC-6 cytotox
# `O=C(CSc1nc(Nc2ccccc2)nc(N2CCOCC2)n1)Nc1ccc2c(c1)OCCO2` in the list: -5	25	-3	0	8	0	-4	-1	0	-3
# `CCn1c(CNC(=O)c2cccs2)n[nH]c1=S` in the list: -14	13	-2	-10	-2	1	0	5	0	-4
# `CCc1noc(C)c1C(=O)Nc1ccc(Cl)c(S(=O)(=O)N2CCCCC2)c1` in the list: nt	13	8	8	4	nt	-2	4	0	nt
# `COc1cccc(CCNC(=O)c2ccc(C#N)cc2)c1` in the list: -40	-63	4	5	-7	-1	-1	1	0	-3
# `O=S(=O)(NCC1CCCO1)c1ccc(NS(=O)(=O)c2ccc(F)cc2)cc1` (stereo unspecified) in the list: -20	-44	-2	4	7	0	-2	-13	-1	-4

# Other records follow:
SMILES,KLF5 inhibitor,aSyn 5UTR inh,DYRK1A inh,HSF1 inh,HSF1 activator,HSP90 refold inh,GSK3A inh,Platelet DG rel,GSK3beta inhib,IEC-6 cytotox
O=C(Nc1ccc2ccccc2c1)[C@@H]1C[C@H]1[C@@H](NP(=O)(c1ccccc1)c1ccccc1)c1ccccc1,1,nt,-2,nt,nt,-3,-3,nt,nt,1
COc1ccc(OC)c(-n2nnnc2SCC(=O)O)c1,-31,10,-1,-8,-8,1,-2,-4,6,-7
CCOc1ccc(NC(=O)CCC(=O)c2ccc(F)cc2)cc1,-31,3,nt,0,15,5,1,5,2,4
Cc1ccc(OCCN(C)C(=O)c2cc(COc3ccc(F)cc3F)on2)cc1,-11,-4,-3,5,9,3,-1,1,2,0
Cc1nn(C(C)C(=O)NCc2cccs2)c(=O)c2nn(-c3ccccc3)c(C)c12 (stereo unspecified),-40,-11,nt,-3,3,-3,2,9,1,-2
COc1cc(NC(=O)c2ccco2)c(OC)cc1NC(=O)CCC(=O)Nc1cc(C)ccc1C,-25,nt,-12,nt,nt,0,-1,nt,nt,-5
CC(C)(C)C(=O)N(Cc1ccc(Cl)cc1)c1cnccn1,-12,4,-1,-2,9,1,-2,-9,-4,5
O=C(c1ccco1)N1CCN(C(=O)c2cc3cc([N+](=O)[O-])ccc3oc2=O)CC1,-2,9,-9,-6,-2,5,2,-10,6,6
CC(NC(=O)Cc1ccsc1)c1ccc(S(N)(=O)=O)cc1 (stereo unspecified),-21,5,4,-4,-11,2,-1,-4,2,0
Cc1cc(C)nc(NC2=NCCN2C(=S)Nc2c(C)cccc2C)n1,-6,1,-1,-7,-9,-1,-1,8,-2,4
CCc1nc2ccccc2n1CC(O)COc1ccc(NC(C)=O)cc1 (stereo unspecified),-23,7,-4,-2,-6,0,3,-4,0,0
CC(=O)C[C@H]1c2ccccc2S(=O)(=O)N1C1CCCCC1,nt,14,nt,-1,-4,nt,10,1,2,nt
CC(C)Cn1c(SCC#N)nc2ccccc2c1=O,7,38,-9,4,7,2,3,-5,-5,-4
Cc1ccc(-n2cc(CNCCc3cscn3)c(-c3ccc(F)cc3)n2)cc1,-5,-14,0,16,7,0,0,3,-2,5
CNS(=O)(=O)c1cnccc1N1CCN(c2cccc(Cl)c2)CC1,-31,-9,3,-1,3,1,-8,-6,2,-6
O=C(O)Cn1cc(/C=c2/sc3nc4ccccc4n3c2=O)c2ccccc21,-27,-162,47,-15,7,2,-2,10,-2,-8
COc1ccc(CCN(C(=O)c2ccco2)C(C(=O)NC2CCCC2)c2ccncc2)cc1OC (stereo unspecified),1,-13,2,4,0,-2,8,-1,-1,3
O=C1NC2(CCCCC2)CO1,10,-10,4,-4,-1,-4,2,-1,2,6
COc1ccc(C(=O)OCN2C(=O)c3ccccc3C2=O)cc1,-23,-7,2,6,24,1,-3,1,2,4
CCN1CCN(CC(=O)Nc2ccc3c(c2)OCCO3)C(=O)C1=O,-17,-4,3,-2,-14,0,2,-16,2,-5
O=c1[nH]c(CSc2nc3ccccc3s2)nc2cc(Cl)ccc12,-7,-26,nt,2,29,10,-1,-13,5,5
Cc1nn(-c2ccccc2)nc1C(=O)NNC(=O)c1ccc(C(F)(F)F)cc1,-20,-7,0,1,-9,-1,-4,-2,-4,-5
CCC(CC)C(=O)NCCc1cc2ccc(OC)cc2[nH]c1=O,-25,17,1,-5,-16,-3,-2,6,1,-3
CCOc1ccccc1CNCc1ccc(F)cc1,-19,22,4,-6,-10,2,-1,0,4,6
COc1cccc(NC(=O)C2CCN(c3ncccn3)CC2)c1,-10,16,-11,-4,2,3,-1,5,-7,0
CC(C)(C)c1ccc(-c2cnco2)cc1,-17,-9,1,-5,-3,2,-1,-9,0,5
COC(C(=O)Nc1ccnn1C1CCN(Cc2ccc(CO)o2)CC1)c1ccccc1 (stereo unspecified),-6,0,-2,2,0,-3,-3,8,5,0
O=C(c1cccc(N2C(=O)C3C4C=CC(C4)C3C2=O)c1)N1CCN(c2ccccc2)CC1 (stereo unspecified),-16,10,-2,-4,-1,0,5,2,-3,9
CCC(Oc1ccccc1)C(=O)Nc1nc2ccccc2[nH]1 (stereo unspecified),8,-66,6,11,20,2,2,-3,-1,12
O=C(Nc1ccccn1)c1ccc2nc(-c3ccccc3)c(-c3ccccc3)nc2c1,-4,-10,nt,7,-5,-3,-2,-2,5,-2
COC(=O)c1ccc(-c2noc(CN3CCCC(CNC(C)=O)C3)n2)cc1 (stereo unspecified),-49,-3,-9,4,3,2,-2,-6,1,-4
COc1ccc(-c2nc(C#N)c(NCC3CCCO3)o2)cc1OC (stereo unspecified),-17,-74,6,3,-14,0,2,-10,-4,4
O=C(NCc1nc(-c2ccccc2)cs1)c1ccccc1,10,-37,0,15,10,-1,6,0,-6,-5
CCC(C(=O)NCCCN1CCN(CC)CC1)n1nc(C)n2c(cc3occc32)c1=O (stereo unspecified),-31,11,5,-6,-14,-1,1,-1,0,-4
O=C(N/N=C/C(Br)=C\c1ccccc1)c1ccco1,-175,-226,-5,110,108*,-1,1,6,2,5
CC(C)(C)NCC(O)c1cc(O)cc(O)c1 (stereo unspecified),3,6,6,6,-3,0,3,2,1,0
Cc1cccc(N2CCN(S(=O)(=O)c3ccc4c(c3)CC(=O)N4C)CC2)c1C,-28,9,6,3,-1,2,0,-44,-16,-3
O=C(Nc1ccc2nc3ccccc3nc2c1)c1ccccc1,-99,-97,-6,40,81*,0,-4,-14,0,0
CCCCCCNC(=O)CSc1nccn1Cc1ccccc1,10,13,nt,9,35,3,-4,-8,3,0
COc1ccc2nc(NC(=O)CCc3ccc(OC)c(OC)c3)sc2c1,-25,6,-1,-3,-12,0,1,-4,0,-4
N#Cc1ccc(CSc2nnc(-c3cccnc3)n2-c2ccccc2)cc1,-2,18,4,8,20,-2,-3,0,3,6
CC(=O)N1CCN(c2ccccc2NC(=O)COc2ccccc2C)CC1,-2,13,3,5,8,-1,-1,-6,1,3
COCCCn1c(SCC(=O)Nc2oc(C)c3c(C)n[nH]c(=O)c23)nc2ccccc2c1=O,nt,-2,7,1,3,nt,-2,-6,4,nt
O=C(c1ccc2c(c1)CCN2S(=O)(=O)c1ccccc1)N1CCN(c2ccc(F)cc2)CC1,-4,-3,-1,-1,3,4,-2,-5,4,7
